CBFb RUNX1 block: blocks binding between human CBF-beta and RUNX1; Q01196+Q13951; AlphaScreen CBFb-His/RUNX1-biotin binding, biochemical; Potency, µM (titrated, usually from 59.8 µM), for inactives: at the top dose activity, negative = inhibition, actives largely listed as inhibitors; 230,000 tested, under 10 active; AID 1477; note: % of control where 0% means no effect
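CBF-beta (His) and RUNX1 (biotin), 30 nM each; 20 min preassociation; + compound, 15 min; + beads 50 ng each (Ni, streptavidin), 90 min; RT; AlphaScreen read.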
GLA spleen mod: inhibits or activates alpha-galactosidase in human spleen homogenate; P06280; human spleen homogenate, 4MU-alpha-Gal fluorescence, 40 min; Potency, µM (highest dose often 80 µM), without a hit: at the highest dose activity change, negative = inhibition, most hits filed as inhibitors; actives 0.008% (n = 240,000);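 note: potency is the fitted concentration of half-maximal effect; 0% = enzyme with vehicle and -100% = no enzyme basal signal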
Target sequence (P06280 32-429 limits assumed): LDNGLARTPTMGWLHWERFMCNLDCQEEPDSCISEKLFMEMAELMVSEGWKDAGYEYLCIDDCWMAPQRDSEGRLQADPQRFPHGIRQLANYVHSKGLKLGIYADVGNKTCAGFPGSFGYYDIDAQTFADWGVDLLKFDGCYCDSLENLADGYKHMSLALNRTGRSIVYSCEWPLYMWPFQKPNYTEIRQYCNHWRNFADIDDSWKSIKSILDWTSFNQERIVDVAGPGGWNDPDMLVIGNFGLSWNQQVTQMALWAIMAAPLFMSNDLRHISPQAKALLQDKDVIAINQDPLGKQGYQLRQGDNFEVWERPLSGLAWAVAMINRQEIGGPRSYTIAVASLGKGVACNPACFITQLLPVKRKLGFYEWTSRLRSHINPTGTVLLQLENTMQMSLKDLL
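Fluorogenic readout (Ex 365/Em 440 nm) of 4-methylumbelliferone released from 1 mM 4-MU-alpha-galactoside by spleen homogenate, 40 min at 37C, pH 5.0. Data normalized to no-enzyme and enzyme controls; Hill-equation AC50 from compound titrations.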
Tau fluor counter: counter-screen for tau fibril formation inhibitors; tau K18 P301L Alexa594 fluorescence, heparin fibrillization; Potency, µM (series often up to 57.7 µM), inactives show top-dose activity change, negative = decrease; actives 0.93% (n = 280,000); AID 1463; note: potency is the fitted concentration of half-maximal effect; % is set by controls: 0 for no effect and ±100 for the full control effect; nearly all actives have a fitted effect of over 55% in size
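Human tau K18 P301L (15 uM unlabeled, 0.24 uM Alexa 594-labeled) in 100 mM sodium acetate pH 7 with 20 uM heparin, 6 hr at 37 C. ThT 30 uM added, 1 hr ambient; Alexa 594 FP and total fluorescence read at 555/632 nm.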
TRb-SRC2 inh: inhibitors of human thyroid hormone receptor beta-SRC2 interaction; P10828; TRbeta-SRC2 peptide binding, fluorescence polarization; receptor liganded with 1 µM T3; Potency, µM (titrated, usually from 106 µM), for inactives: top-dose activity change, negative = inhibition, most hits filed as inhibitors; actives 0.065% (n = 280,000); AID 1469;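 note: potency is the fitted concentration of half-maximal effect; plate controls were bound peptide for no effect and peptide without receptor for full effect; nearly all actives have a fitted effect of over 50% in size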
Target sequence (P10828 whole entry, looked up): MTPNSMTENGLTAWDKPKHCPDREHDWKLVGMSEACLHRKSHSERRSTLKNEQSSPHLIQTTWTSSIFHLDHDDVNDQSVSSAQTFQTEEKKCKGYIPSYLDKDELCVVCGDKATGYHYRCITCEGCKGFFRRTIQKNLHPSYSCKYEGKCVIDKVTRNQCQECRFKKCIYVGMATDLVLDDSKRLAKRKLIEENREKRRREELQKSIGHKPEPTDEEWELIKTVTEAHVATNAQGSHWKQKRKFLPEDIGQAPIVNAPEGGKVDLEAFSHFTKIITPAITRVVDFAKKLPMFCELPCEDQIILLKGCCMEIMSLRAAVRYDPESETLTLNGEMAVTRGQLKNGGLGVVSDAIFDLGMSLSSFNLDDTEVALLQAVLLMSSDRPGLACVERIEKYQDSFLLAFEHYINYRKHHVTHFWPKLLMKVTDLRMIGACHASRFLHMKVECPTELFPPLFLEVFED
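Polarization signal, normalized between peptide-alone and full complex controls, measured compound effects on T3-liganded human TRb LBD (0.6 uM) binding 20 nM Texas Red SRC2 peptide after 5 hr.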
TR SRC2 fluor cs: Texas Red fluorescence interference in TRb-SRC2 counter-screen | Potency, µM (highest dose often 106 µM), inactives show at the highest dose fluorescence change, negative = quenching | TRb/SRC2 Texas Red total fluorescence interference | actives 0.29% (n = 280,000); active = well fitted curve in either direction with a large enough effect; inconclusive = small, poorly fitted or top-dose-only effect; note: potency is the fitted concentration of half-maximal effect; % is set by controls: 0 for no effect and ±100 for the full control effect
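Human TRβ ligand-binding domain (0.6 uM) and Texas Red SRC2 peptide (20 nM) in Tris buffer with 1 uM T3 and 5% DMSO were incubated with pinned compound for 5 hr at ambient temperature. Total fluorescence was computed as S + 2P (555/632 nm).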
NPSR antag: blocks cAMP signaling of the human neuropeptide S receptor; CHO-NPSR cells, cAMP TR-FRET, antagonist mode; Potency, µM (doses to about 38.3 µM), for inactives: at the top dose activity change, negative = inhibition, hits mostly inhibitors; actives 1% (n = 220,000); AID 1461; note: potency is the fitted concentration of half-maximal effect; % is set by controls: 0 for no effect and ±100 for the full control effect; nearly all actives have a fitted effect of over 50% in size; many of its hits are not listed in these tables
Epigenetic reg: epigenetic control regulation, reporter derepression; murine LDR cells, GFP reporter derepression, 30 h; Potency, µM (highest dose often 53.9 µM), inactives show top-dose GFP activation, hits mostly activators; actives 0.2% (n = 280,000); AID 1865; note: potency is the fitted concentration of half-maximal effect; % of control where 0% means no effect; nearly all actives have a fitted effect of over 60% in size
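GFP-positive cell count by laser-scanning cytometry (objects 20–120 um) after 30 h, 37 C compound exposure of murine LDR cells; reporter is CMV-GFP integrated at a silenced locus, inducible by HDAC or DNMT inhibitors.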
Tau fibril FP: tau fibrillization inhibition (FP); actives 0.39% (n = 280,000); Potency, µM (highest dose often 57.7 µM), inactives show at the highest dose activity, negative = inhibition, actives largely listed as inhibitors; AID 1468; K18 P301L tau heparin fibrillization, Alexa594 FP, 6 h; P10636; note: potency is the fitted concentration of half-maximal effect; % is set by controls: 0 for no effect and ±100 for the full control effect; nearly all actives have a fitted effect of over 55% in size
Target sequence (P10636 561-689 P618L limits assumed): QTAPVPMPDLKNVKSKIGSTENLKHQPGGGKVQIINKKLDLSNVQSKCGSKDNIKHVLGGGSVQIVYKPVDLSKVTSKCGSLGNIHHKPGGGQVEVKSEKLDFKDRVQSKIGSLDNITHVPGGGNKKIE
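Quantitative HTS format: compounds meet 15 uM recombinant K18 P301L tau and Alexa 594-tau tracer in 100 mM sodium acetate pH 7; 20 uM heparin triggers fibrillization at 37 C over 6 hr; FP gives the signal.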
An asterisk follows results filed as active; ? = inconclusive; . = not tested or not shown; [ ] = remark or other dose. Unless noted, calls come from the whole dose curve; as a rule, active = well fitted curve in the direction sought with a large enough effect; inconclusive = small, poorly fitted or top-dose-only effect, or another doubt; inactive = no such curve, though single readings can be large; an effect the other way counts as inactive or inconclusive.

SMILES	CBFb RUNX1 block	GLA spleen mod	Tau fluor counter	TRb-SRC2 inh	TR SRC2 fluor cs	NPSR antag	Epigenetic reg	Tau fibril FP
CC(C)N(C(=O)COC(=O)c1ccc(Cl)nc1)C(C)C	-7.1%	2.5%	-4.7%	-3.5%	-0.5%	1.8%	-1.4%	-4.0%
N#CC(C#N)=C1c2cc(S(N)(=O)=O)ccc2-c2ccc(S(N)(=O)=O)cc21	1.2%	-16.6%	-14.0%	-2.8%	-5.6%	-37.0%	-0.2%	-14.6%
Cc1cc(C)cc(Oc2coc3cc(OC(=O)c4cccnc4)ccc3c2=O)c1	-0.9%	16.3%	-7.4%	-2.4%	-0.8%	-28.6%	4.0%	10.7%
CCC(O)c1nc2ccccc2n1Cc1cc(C)ccc1C (stereo unspecified)	.	.	-3.0%	-2.2%	0.7%	.	2.7%	5.8%
O=C(CN1C(=O)COc2ccc(S(=O)(=O)N3CCCCCC3)cc21)NCc1ccc(Cl)cc1	.	.	-23.5%	7.0%	0.8%	.	-0.7%	-2.5%
Cc1noc(C)c1COc1ccc(C(=O)OCc2nnc(-c3ccc(Cl)cc3)o2)cc1	3.6%	6.3%	-20.4%	6.9%	0.1%	-26.0%[46.1 µM]	-2.2%	5.1%
Cc1ccccc1Cn1c(=O)n(CCc2ccccc2)c(=O)c2ccccc21	.	.	-9.0%	-13.7%	?	.	0.2%	1.5%
Cc1nnc(C)c2c(C)n(N)c(C)c12	9.3%	5.0%	-4.7%	-0.1%	1.5%	12.7%	0.1%	-0.3%
COC(=O)c1ccc2c(=O)[nH]c(CCl)nc2c1	9.6%	-1.0%	1.1%	0.5%	-5.4%	-6.6%	-0.4%	0.4%
C=CC[N+]1(CC(=O)NCc2ccc(NC(C)=O)cc2)CCOCC1	15.5%	-7.9%	6.4%	-0.8%	-1.9%	14.0%	1.1%	3.0%
COc1cccc(/C=N/NC(=O)c2ccoc2C)c1	-0.8%	12.6%	-13.5%	-4.2%	-0.1%	1.6%	7.9%	-7.4%
Cc1cnc(C(=O)N2CCCC(C(=O)c3ccc(C(C)(C)C)cc3)C2)cn1 (stereo unspecified)	-4.4%	0.4%	13.2%	7.2%	0.4%	15.1%	1.2%	2.2%
N#C/C(=C\c1coc2ccc(O)cc2c1=O)C(=O)Nc1nc2ccccc2s1	-10.6%	5.9%	28.2µM*[quencher]	?	?	-48.0%	0.0%	?
COc1ccc(CCNC(=O)CSc2ncn[nH]2)cc1	2.7%	3.1%	-3.8%	-0.5%	-3.8%	-3.2%[46.1 µM]	0.1%	1.8%
CC(C)n1cnc2cc(NCc3nc4ccccc4n3C)ccc21	1.3%	-4.5%	-16.3%	-7.0%	-4.9%	6.9%	0.1%	4.2%
CC(C)[C@@H]1C=C(C(=O)O)O[C@H](OCCCCO)C1	11.1%	-19.7%	19.8%	-0.1%	-2.2%	18.0%	0.6%	1.4%
O=C1CCCc2c1nc(-c1ccc([N+](=O)[O-])cc1)n2O	-1.2%	-0.1%	-6.0%	-1.1%	-1.5%	-30.8%	-2.1%	1.0%
COc1ccccc1Nc1nn2c(=O)c3ccc(C(=O)Nc4ccc(F)cc4)cc3nc2s1	.	.	6.3%	-1.2%	-1.0%	.	4.3%	-15.4%
CC(C)Oc1ccc(C(=O)NCC(=O)OCC(=O)N(C)Cc2cccs2)cc1	6.5%	6.7%	-2.1%	-0.6%	-3.9%	1.9%	-1.4%	-1.8%
CCn1c(=O)c2cc(C(=O)N(CCN(C)C)Cc3ccccc3)sc2c2ccccc21	.	.	-5.7%	-0.6%	-1.9%	.	-1.1%	-4.8%
COc1ccc(OC)c(CN2CCN(S(=O)(=O)c3ccc(NC(C)=O)cc3)CC2)c1	-9.7%	0.6%	-0.6%	-7.7%	0.3%	-4.4%	0.0%	-1.6%
CCCN(CCC)c1cc(Cl)nc(N)n1	-3.0%	3.1%	-9.7%	-0.9%	-1.5%	8.1%	1.1%	-6.9%
Cc1onc(-c2c(Cl)cccc2Cl)c1C(=O)O/N=C(\C#N)c1c(Cl)cccc1Cl	6.6%	2.6%	-1.2%	-1.7%	-0.4%	-2.0%	0.5%	0.2%
COc1ccc(NC(=O)Cn2cnc3ccc(S(=O)(=O)N4CCC(C)CC4)cc3c2=O)cc1Cl	.	.	?	6.8%	0.4%	.	8.6%	?
COC(=O)c1cc(C#N)c(NCc2ccccc2)nc1C	-2.7%	0.3%	-6.0%	1.9%	-5.8%	13.5%[46.1 µM]	-0.7%	-7.2%
COC(=O)c1ccc(NC(=O)CCc2c(C)nc3ncnn3c2C)cc1	4.1%	?	-0.6%	3.2%	-0.7%	-1.8%[46.1 µM]	0.0%	-0.8%
CN(C)S(=O)(=O)c1cccc(N2C(=O)CC3(CCCCC3)CC2=O)c1	-3.4%	-3.2%	-3.7%	1.5%	-7.0%	7.9%	-0.2%	-2.4%
Cc1cc(C)cc(-n2nnnc2SCC(=O)Nc2nc(-c3ccc(F)cc3)cs2)c1	-4.1%	-14.2%	-7.0%	-19.8%	-0.7%	-12.8%[46.1 µM]	-0.8%	?
NC(=O)c1c(NC(NC(=O)c2ccco2)(C(F)(F)F)C(F)(F)F)sc2c1CCCC2	2.2%	-4.3%	-15.1%	-4.0%	-0.2%	0.3%[46.1 µM]	2.0%	-11.8%
CCOC(=O)c1ccc(Oc2c(C)oc3c(CN4CCN(C)CC4)c(O)ccc3c2=O)cc1	-2.0%	-11.8%	-6.1%	6.7%	-0.5%	-14.5%[46.1 µM]	-1.1%	2.4%
Cc1ccc(S(=O)(=O)C/N=C(/NC(=S)N(c2ccccc2)c2ccccc2)c2ccccc2)cc1	?	3.2%	-20.3%	-26.6%	-0.3%	16.1%[46.1 µM]	-4.1%	-8.9%
CCn1c(C)[n+](CCOC(C)=O)c2cc(Cl)c(Cl)cc21	1.8%	4.1%	-9.5%	7.9%	-2.9%	3.6%	1.1%	-12.1%
CCOC(=O)C(NC(=O)c1ccccc1)=C1C=C(C)OC(C)=C1	-4.5%	-6.9%	-0.4%	5.0%	-4.9%	-14.6%[46.1 µM]	-3.4%	1.0%
Cc1ccc(S(=O)(=O)N(C)c2ccc(C(=O)Nc3c(C)n(C)n(-c4ccccc4)c3=O)cc2)cc1	2.4%	1.9%	-0.5%	1.4%[53 µM]	-0.6%[53 µM]	-9.2%	1.6%	7.7%
Cc1cc(SCC(=O)NCc2ccccc2)nc(=O)[nH]1	.	.	-3.7%	-5.0%	1.3%	.	3.8%	-3.8%
CC1CCN(S(=O)(=O)c2ccc3ncn(CC(=O)N(C)Cc4ccccc4)c(=O)c3c2)CC1	7.0%	-1.3%	-18.5%	-4.8%	1.0%	-16.5%[46.1 µM]	-2.3%	1.8%
O=C(O)c1ccc(N2C(=O)CC(N3C(=O)/C(=C/c4ccc(Cl)cc4)SC3=S)C2=O)cc1 (stereo unspecified)	1.8%	-22.3%	-16.4%	-3.4%	-6.4%	1.2%	-0.3%	-6.7%
Cn1c(=O)c(C(=O)CN2CCCc3ccccc32)c(N)n(Cc2ccccc2)c1=O	-10.6%	19.8%	-28.1%	-16.9%	2.5%	-5.6%[46.1 µM]	4.6%	?
O=C(C1CCN(c2ncnc3c2nc2n3CCCCC2)CC1)N1CCN(c2ccc(Cl)cc2)CC1	.	.	-4.8%	7.6%	-10.4%	.	-1.2%	6.9%
O=C(Nc1cccc(C(F)(F)F)c1)c1cccnc1N1CCN(c2ccccc2)CC1	-5.4%	-2.2%	?	0.2%	-0.6%	?	-1.6%	8.9%

Fetched by structure from the list above, 6 records:
SMILES	CBFb RUNX1 block	GLA spleen mod	Tau fluor counter	TRb-SRC2 inh	TR SRC2 fluor cs	NPSR antag	Epigenetic reg	Tau fibril FP
COc1cccc(/C=N/NC(=O)c2ccoc2C)c1	-0.8%	12.6%	-13.5%	-4.2%	-0.1%	1.6%	7.9%	-7.4%
O=C(C1CCN(c2ncnc3c2nc2n3CCCCC2)CC1)N1CCN(c2ccc(Cl)cc2)CC1	.	.	-4.8%	7.6%	-10.4%	.	-1.2%	6.9%
CC(C)[C@@H]1C=C(C(=O)O)O[C@H](OCCCCO)C1	11.1%	-19.7%	19.8%	-0.1%	-2.2%	18.0%	0.6%	1.4%
O=C(O)c1ccc(N2C(=O)CC(N3C(=O)/C(=C/c4ccc(Cl)cc4)SC3=S)C2=O)cc1 (stereo unspecified)	1.8%	-22.3%	-16.4%	-3.4%	-6.4%	1.2%	-0.3%	-6.7%
CN(C)S(=O)(=O)c1cccc(N2C(=O)CC3(CCCCC3)CC2=O)c1	-3.4%	-3.2%	-3.7%	1.5%	-7.0%	7.9%	-0.2%	-2.4%
CCOC(=O)c1ccc(Oc2c(C)oc3c(CN4CCN(C)CC4)c(O)ccc3c2=O)cc1	-2.0%	-11.8%	-6.1%	6.7%	-0.5%	-14.5%[46.1 µM]	-1.1%	2.4%

Additional entries follow:
SMILES	CBFb RUNX1 block	GLA spleen mod	Tau fluor counter	TRb-SRC2 inh	TR SRC2 fluor cs	NPSR antag	Epigenetic reg	Tau fibril FP
CC1=C(C(=O)Nc2cccc(C(F)(F)F)c2)C(c2ccccc2)n2ncnc2N1 (stereo unspecified)	.	.	-5.2%	2.7%	-2.4%	.	-1.7%	-4.1%
Oc1ccccc1CNc1ccc(Br)cn1	3.3%	-5.9%	-10.8%	-18.4%	-2.7%	19.2%[46.1 µM]	8.5%	-1.2%
O=C1OCCN1CC(=O)N1CCc2c([nH]c3ccccc23)C1c1ccccn1 (stereo unspecified)	0.3%	5.2%	0.4%	8.0%[53 µM]	-2.3%[53 µM]	-3.6%	0.9%	-0.2%
O=C(c1ccco1)N1CCN(C(=S)Nc2cccc([N+](=O)[O-])c2)CC1	-3.5%	1.2%	0.7%	-0.2%	-1.9%	-21.1%	-0.7%	-5.8%

Not all compounds are listed; count on the stated rates, not on these rows.
